Source: PubChem BioAssay (The Scripps Research Institute Molecular Screening Center)
CHO-K1 Ca antag – M1 antagonist counterscreen hit in parental CHO-K1 cells | ATP-induced calcium, Fluo-8 fluorescence | inhibition, % at 3 µM | 360,000 tested, 0.6% active;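 active means inhibition above a per-plate cutoff, the plate's mean sample inhibition plus 3 SD, cut at about 24% in these data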;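 further: 0% = DMSO plus EC80 ATP and 100% = DMSO alone without ATP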
M1 ag parental – nonselective activator or artifact in parental CHO-K1 cells | Fluo-8 calcium fluorescence; scaled to maximal ATP response, vehicle zero | activation, % at 3 µM | 360,000 tested, 0.48% active | AID 602248; in the data active means activation above about 15%;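 further: untransfected CHO-K1 host cells lacking M1 receptor as counterscreen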
TAAR1 ag – agonists of human TAAR1 | Q96RJ0 | CHO RD-HGA16 TAAR1, Fluo-8 calcium fluorescence; vehicle wells 0%, saturating PEA agonist 100% | activation, % at 3 µM | 360,000 tested, 0.99% active;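 active means activation above the mean activation of all test compounds in the run plus 3 SD, cut at about 38% in these data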
Target sequence (Q96RJ0 whole entry, looked up): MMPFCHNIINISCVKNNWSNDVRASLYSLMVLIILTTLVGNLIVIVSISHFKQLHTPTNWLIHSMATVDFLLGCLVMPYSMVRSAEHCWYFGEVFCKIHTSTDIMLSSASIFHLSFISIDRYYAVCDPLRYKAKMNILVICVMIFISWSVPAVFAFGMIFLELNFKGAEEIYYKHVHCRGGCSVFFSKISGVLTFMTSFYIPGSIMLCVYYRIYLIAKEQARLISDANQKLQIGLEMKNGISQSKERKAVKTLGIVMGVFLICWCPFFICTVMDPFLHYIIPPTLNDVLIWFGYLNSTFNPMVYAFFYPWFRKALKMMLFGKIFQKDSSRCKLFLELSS
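System: CHO-derived RD-HGA16 cells with stable Gα16 and human TAAR1. Times: 17-24 h plating, Fluo-8 75 min 37 °C, 30 min RT. Measured by: calcium-sensitive Fluo-8 signal, excitation 470-495, emission 515-575 nm. Read-out basis: % activation relative to PEA EC100 response. Control set: DMSO and PEA EC100. Repeats: no replicates (n 1).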
TAAR1 antagonist – antagonists of human TAAR1. Q96RJ0. CHO RD-HGA16 TAAR1, Fluo-8 calcium fluorescence, antagonist. inhibition, % at 3 µM. 360,000 tested, 1.5% active. AID 624466;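 active means inhibition above a per-plate cutoff, the mean inhibition of test compounds on that plate plus 3 SD, cut at about 49% in these data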;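 further: 0% = DMSO plus EC80 beta-PEA response and 100% = DMSO alone without agonist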
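Assay system: RD-HGA16 CHO cells with stable hTAAR1 and Gα16 / Reagent: EC80 β-phenethylamine stimulus / Doses: 3 µM, single point / Timing: dye loading 75 min at 37 °C, then 30 min room temperature / Measured by: Fluo-8 intracellular calcium dye fluorescence, real-time kinetic reads / Controls: vehicle wells and EC80 agonist wells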
CHO parental Ca – counter-screen for OX1R antagonists: effect in parental CHO cells. parental CHO-K1, ATP-induced calcium, Fluo-8 fluorescence. inhibition, % at 5.6 µM. 330,000 tested, 0.63% active;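 active means inhibition above that plate's mean sample inhibition plus 3 SD, cut at about 26% in these data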;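 further: 0% = ATP-challenged DMSO wells and 100% = DMSO wells without ATP; some compounds past the cut are filed as inactive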
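Assay system: parental CHO cells; Read-out basis: percent inhibition of ATP-evoked calcium rise, normalized to controls; Benchmarks: ATP and no-ATP DMSO wells; Compound dosing: single nominal dose of 5.6 µM per compound; Signal: Fluo-8 calcium dye fluorescence; Also added: ATP as calcium-mobilizing challenge; Repeats: singlicate.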
M1 ag – agonists of human M1 muscarinic receptor; CHO-K1 hM1, Fluo-8 calcium fluorescence, agonist mode; 0% DMSO, 100% acetylcholine EC100; activation, % at 3 µM; 360,000 tested, 0.33% active;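 active means activation above the run's mean compound activation plus 3 SD, cut at about 16% in these data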;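 further: peak over basal fluorescence ratio within a 140 s kinetic read after compound addition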
Target sequence (P11229 whole entry, looked up): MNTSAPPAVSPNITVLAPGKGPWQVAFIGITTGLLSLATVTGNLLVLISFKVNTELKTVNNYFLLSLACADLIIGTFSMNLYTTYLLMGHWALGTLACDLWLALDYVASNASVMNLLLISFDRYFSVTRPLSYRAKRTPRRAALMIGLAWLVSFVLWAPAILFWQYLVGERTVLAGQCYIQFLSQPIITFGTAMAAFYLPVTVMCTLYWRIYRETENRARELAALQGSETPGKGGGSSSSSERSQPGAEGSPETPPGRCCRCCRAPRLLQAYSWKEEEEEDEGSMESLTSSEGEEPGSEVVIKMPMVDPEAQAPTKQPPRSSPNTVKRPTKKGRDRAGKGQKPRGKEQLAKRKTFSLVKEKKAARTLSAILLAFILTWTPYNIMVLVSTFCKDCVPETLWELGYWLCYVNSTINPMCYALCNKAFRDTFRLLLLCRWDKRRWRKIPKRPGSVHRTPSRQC
CHRM1 antagonist – antagonists of human M1 muscarinic receptor; inhibition, % at 3 µM; P11229; 360,000 tested, 1.3% active; CHO-K1 hM1, Fluo-8 calcium fluorescence, ACh EC80 antagonist;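 active means percent inhibition above its own plate's cutoff, namely the mean of that plate's compound wells plus 3 SD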;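 further: peak over basal fluorescence ratio during 140 s after agonist addition; 0% = ACh EC80 plus DMSO and 100% = DMSO alone without agonist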
CHRM1 PAM – potentiates human M1 receptor response to acetylcholine; 360,000 tested, 0.088% active; activation, % at 3 µM; CHO-K1 hM1, Fluo-8 calcium fluorescence, ACh EC20; 0% = ACh EC20, 100% = maximal ACh; P11229; AID 588819; in the data active means activation above about 19%, passing the limit was not always enough
M1 PAM parental – M1 PAM counterscreen hit in parental CHO-K1 cells; ATP EC20, Fluo-8 calcium fluorescence; 0% at ATP EC20, 100% at ATP max; activation, % at 3 µM; 360,000 tested, 0.02% active; AID 602247;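 active means activation above the run cutoff, the mean activation of all test compounds plus 3 SD, cut at about 40% in these data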;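 further: peak over basal fluorescence ratio in a 140 s read after ATP addition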
The depositor's hits bear a star; / = not tested or not shown.

SMILES	CHO-K1 Ca antag	M1 ag parental	TAAR1 ag	TAAR1 antagonist	CHO parental Ca	M1 ag	CHRM1 antagonist	CHRM1 PAM	M1 PAM parental
CSCc1c(C(=O)OCC(=O)NC2CCCCC2)oc2ccccc12	8	-0.3	4	-18	-26	-7	-6	7	4
COc1ccc(C)cc1NC(=O)CSc1nnc(-c2ccc(C)cc2)o1	-4	1.7	1	-7	-11	-1	0	-7	-6
CS(=O)(=O)N(Cc1ccccc1)c1ccc(C(=O)Nc2ccccc2Sc2ccccc2)cc1	0	0.2	3	3	20	-2	0	5	0
CC(=O)c1c(C)[nH]c(C(=O)OCC(=O)c2ccc3c(c2)NC(=O)CO3)c1C	10	7.6	14	39	4	0	17	-8	5
CCc1ccc(NC(=O)CCc2nc3ccccc3[nH]2)cc1	-3	0.4	1	-19	1	-3	-4	5	12
O=C(C1CC1)N1CCc2cc(Br)cc(S(=O)(=O)NCCCN3CCCC3)c21	-5	0.1	-2	-2	-12	-4	-10	11	14
CCc1cc2c(=O)n(-c3ccccc3)c(SCC(N)=O)nc2s1	-7	0.0	1	-18	-3	-2	-22	15	13
COCC(=O)NC1(c2nnnn2CCOC(=O)Nc2ccc(Cl)cc2)CCCCC1	-19	3.6	4	8	-6	-6	-3	10	18
Cc1ccc(S(=O)(=O)NC(CC(C)C)C(=O)Nc2nccs2)cc1 (stereo not given)	1	5.8	1	11	-31	0	-35	6	19
CCOc1cc(-c2sc(Nc3ccc(CC)cc3)n[n+]2-c2ccccc2)ccc1OC	-5	-0.3	4	-2	-19	-12	10	-8	10
O=C(/C=C/c1cn(-c2ccccc2)nc1-c1ccccc1)Nc1ccc(C(=O)O)cc1	-3	-0.1	-1	4	6	-5	98*	-21	2
Cc1csc(C2=C(O)CN(CCc3ccccc3)C2=N)n1	-18	0.0	8	-16	-2	-2	-8	0	2
Cc1cnc(C(=O)OCC(=O)c2ccc(F)c(F)c2)cn1	14	1.3	1	-13	-2	-1	-5	2	-8
Cc1csc(NC(=O)CSc2nc(C)nc3c2c(=O)n(C)c(=O)n3C)n1	-6	4.0	10	-6	-10	2	0	-7	12
COc1ccc(C(=O)C2CCCN(C(=O)C3=CCCC3)C2)c(C)c1 (stereo not given)	22	0.7	-1	-24	-2	-2	-9	8	-24
COc1ccc2[nH]cc(C=O)c2c1	13	-0.2	4	4	0	-3	-8	6	-1
COc1ccc2sc3ccccc3c(=O)c2c1OC	-3	0.3	1	-9	-9	-3	2	2	20
C=CCNC(=O)CN1C(=O)CSc2ccc(S(=O)(=O)N3CCOCC3)cc21	-23	1.4	0	2	/	0	-8	7	26
Cc1cccc(OCC(=O)NCCCNC(=O)c2ccc(C)nc2)c1	10	0.2	0	-1	-9	-2	-1	4	-5
O=C(CN1CCN(Cc2ccccc2)CC1)N/N=C/c1cccs1	-5	1.6	6	-6	-8	-7	-24	13	13
O=C(CCN1CCC(c2cccs2)=N1)c1cccs1	-6	1.7	4	-13	-5	-1	-1	1	7
CCCCn1c(N)c(C(=S)NC(=O)CC(C)(C)C)c(=O)n(C)c1=O	-7	0.1	1	3	-16	-5	-9	6	10
Cc1ccc(OC(C)C(=O)Nc2ccncc2)cc1C (stereo not given)	10	7.0	2	18	3	-3	4	-4	-8
CC(Oc1cccc(Cl)c1)C(=O)Nc1nc(-c2ccccn2)cs1 (stereo not given)	7	5.2	7	24	7	-2	9	-4	-13
Cc1c(C(=O)NCc2ccc3c(c2)OCCO3)sc(=O)n1Cc1cccc(C(F)(F)F)c1	10	1.3	3	5	/	-3	7	3	-7
Cc1ccc(NC(=O)CSc2nnc(-c3cccnc3)s2)cc1	-6	1.8	2	16	4	-6	-5	6	26
CCCSc1ccc([C@@H]2[C@H]3C(=O)N(CC)C(=O)[C@H]3[C@]3(C(=O)OC)CCCN23)cc1	-2	-0.3	2	-17	-16	-6	-2	8	1
COc1ccc(C(=O)CSc2nnc(-c3cc(C)cc(C)c3)o2)cc1	-24	0.5	12	13	-20	-3	-1	0	13
CC(C)CNC(=O)N[C@@H](CC(C)C)C(=O)O	-15	0.8	0	-2	-7	-2	-1	6	20
COc1cccc(CN(C)C(=O)c2ccc(COc3ccc(Cl)cc3)cc2)c1OC	-14	4.6	-1	36	-4	-4	4	-5	14
CC1(C(=O)Nc2ccc3c(c2)OCCO3)CCC(=O)N1C1CCN(Cc2ccccc2)CC1 (stereo not given)	11	0.4	2	3	/	-6	1	2	6
C=CCOc1cccc(C2C(C(=O)c3ccco3)=C(O)C(=O)N2CCN(CC)CC)c1 (stereo not given)	18	-0.4	21	-33	-23	-2	4	-5	-12
Clc1ccc(SCCn2ccnc2)cc1	13	3.3	5	-18	-3	-4	-3	8	0
CCN(C(=O)/C=C/c1cc(OC)c(OC)c(OC)c1)C1CCCCC1	-10	1.0	3	-20	-20	-2	-6	4	9
Cc1nc(SCC(=O)NCCc2ccccc2)c2oc3ccccc3c2n1	6	0.5	8	24	-4	-4	-2	4	6
CCC1CCCCN1CCCNC(=O)C1CCC(=O)N1Cc1ccc(C)cc1 (stereo not given)	8	0.3	-2	22	-9	-5	3	0	-5
O=C(c1ccc(NS(=O)(=O)c2cccs2)cc1)N1CCCCC1	-1	1.5	8	-4	-3	-1	14	-3	4
C/C(=N\NC(=O)c1[nH]c2c([N+](=O)[O-])cc(C)cc2c1-c1ccccc1)c1cccnc1	-2	1.1	-3	9	-33	-4	-2	5	10
O=c1nc2c(-c3cccc(Br)c3)n[nH]n2c2ccccc12	-14	1.0	-1	-8	-4	-2	-8	4	19
C/C(=N\NC(=O)c1csc(C)c1C)c1ccc(C)s1	-1	1.0	-2	-4	-4	-3	-3	1	7
O=[N+]([O-])c1ccc(COc2ccccc2/C=N/O)cc1	4	3.7	3	23	-3	-6	-7	2	6
C=CCNC(=O)c1cc2sccc2n1C	-5	-0.1	0	-10	1	-3	-15	12	14
O=C(CNC(=O)C1CCCCC1)OCC(=O)c1cccc(Cl)c1	2	1.2	-3	9	16	-2	-7	5	-5
O=C(O)c1ccc(/C=C2/SC(=S)N(Cc3ccccc3)C2=O)cc1	2	0.2	8	-13	/	-3	-18	10	-1
COc1ccc(Cc2nc(-c3ccccn3)no2)cc1OC	-6	0.2	7	-3	1	-3	-12	8	8
c1ccc(CN2CCC(N3CCC(N4CCCCCC4)CC3)CC2)cc1	3	0.6	/	/	-6	-9	-16	7	-6
CCN(CC)c1nc2n(c(=O)n1)CCN2CC	-1	0.3	5	2	-4	-5	-9	7	11
CN(CCc1ccccn1)C(=O)CC1C(=O)NCCN1Cc1ccccc1C(F)(F)F (stereo not given)	9	0.1	5	-8	-10	-3	14	-3	-17
CCCCOc1ccc(C(=O)NCc2ccncc2)cc1	-5	9.2	1	21	-10	-2	3	4	17
O=[N+]([O-])c1cccc(/C=N\N2CCN(Cc3ccccc3Cl)CC2)c1	-11	0.6	13	7	-20	-6	0	-4	14
NNC(=O)CCS(=O)(=O)c1ccc2ccccc2c1	10	-0.5	12	-8	-25	-3	-16	0	-4
Cc1cccc(C(=O)Nc2sc(C)c(-c3ccccc3)c2C#N)c1	-2	0.2	15	17	-13	3	-31	13	7
C[C@H]1CN=C(Nc2ccccc2)N1CCc1ccccc1	1	7.8	13	18	-5	-6	4	0	6
CN(CCNC(=O)c1cn(C)c2ccc(S(=O)(=O)N3CCCC3)cc2c1=O)CCc1ccccc1	-17	0.1	12	0	-12	-6	-18	2	0
O=C(Cc1ccc(S(=O)(=O)N2CCCC2)s1)N1CCN(c2ccc(F)cc2)CC1	-14	7.5	3	-37	-36	-5	-4	3	-7
CN(C)Cc1c(C(=O)N/N=C/c2ccc(-c3ccccc3)cc2)nnn1-c1nonc1N	4	0.3	7	-13	-8	1	-4	11	9
CC1(C)CC(=O)c2cc(C(=O)NC3CCSC3=O)c(=O)n(-c3ccccc3)c2C1 (stereo not given)	-4	0.0	1	-4	-4	-1	-12	11	9
Cc1[nH]c(-c2ccc(F)cc2)cc1C(=O)N1CCN(c2cccc(Cl)c2)CC1	-16	0.7	-1	16	/	-3	-5	-1	-3
CN1C(=O)/C(=C/c2ccc(OCc3ccc(F)cc3)cc2)NC1=S	1	6.9	0	4	9	1	9	-5	-25
COc1cc(CCC(=O)OCc2nnc(-c3ccccc3)o2)cc(OC)c1OC	3	2.3	8	-7	-26	0	5	-2	10

5 entries from above, with bars between the fields:
SMILES | CHO-K1 Ca antag | M1 ag parental | TAAR1 ag | TAAR1 antagonist | CHO parental Ca | M1 ag | CHRM1 antagonist | CHRM1 PAM | M1 PAM parental
CCCCOc1ccc(C(=O)NCc2ccncc2)cc1 | -5 | 9.2 | 1 | 21 | -10 | -2 | 3 | 4 | 17
Cc1[nH]c(-c2ccc(F)cc2)cc1C(=O)N1CCN(c2cccc(Cl)c2)CC1 | -16 | 0.7 | -1 | 16 | / | -3 | -5 | -1 | -3
CN1C(=O)/C(=C/c2ccc(OCc3ccc(F)cc3)cc2)NC1=S | 1 | 6.9 | 0 | 4 | 9 | 1 | 9 | -5 | -25
C[C@H]1CN=C(Nc2ccccc2)N1CCc1ccccc1 | 1 | 7.8 | 13 | 18 | -5 | -6 | 4 | 0 | 6
CC1(C)CC(=O)c2cc(C(=O)NC3CCSC3=O)c(=O)n(-c3ccccc3)c2C1 (stereo not given) | -4 | 0.0 | 1 | -4 | -4 | -1 | -12 | 11 | 9

Additional compounds
SMILES	CHO-K1 Ca antag	M1 ag parental	TAAR1 ag	TAAR1 antagonist	CHO parental Ca	M1 ag	CHRM1 antagonist	CHRM1 PAM	M1 PAM parental
COc1ccc(N2C(=O)C(CC(=O)O)S/C2=C\C(C)=O)cc1 (stereo not given)	-2	-0.4	13	4	-2	-3	3	0	11
Cn1c(=O)oc2cc(S(=O)(=O)NCCC(=O)N3CCN(c4ccccc4F)CC3)ccc21	-2	2.9	1	-1	-13	-4	11	-4	-7
CC(=O)Oc1cccc(N2C(=O)c3ccc(C(=O)Nc4c[nH]c(=O)[nH]c4=O)cc3C2=O)c1	-1	-0.3	/	/	-5	-3	-12	7	31
c1coc(CNc2ncnc3c2oc2ccccc23)c1	5	7.1	1	-1	-9	-3	25	-19	-11
O=C(NCc1cccs1)c1cccc2c(-c3cccnc3)coc12	-2	4.6	6	12	/	0	1	-6	-6
Cc1ccc2c(c1)cc(CN(Cc1ccco1)S(=O)(=O)c1ccccc1)c1nnnn12	7	-0.1	1	10	-6	-3	-8	10	2
Cc1ccc(NC(=O)N2CCCC2)cc1Cl	6	0.1	4	-10	-6	-6	4	0	4
Cc1ccccc1CC1(CO)CCCN(Cc2c(C)nn(C)c2Cl)C1 (stereo not given)	-14	1.0	5	-11	-25	-10	-3	10	26
COCCN1C(=O)c2ccccc2C(C(=O)NCCN(C)C)C1c1ccc(F)cc1 (stereo not given)	-12	0.2	1	4	-7	-2	-10	8	10
